CaV13 FRET inh – Primary screen for inhibitors of IQ motif and Ca2+-dependent inactivation inhibitor domain binding in CACNA1D, Förster resonance energy transfer in living cells, …. HEK cells, CFP/YFP FRET ICDI-IQ, plate reader, 10 min; percent FRET-ratio fall versus neutral wells. inhibition, % at 12.3 µM. 0.098% of 340,000 active. AID 743397;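 active = mean replicate inhibition of at least 30% and at least 1% of replicates passing that level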;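 also: 0% = median of the neutral control wells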
CF NFkB inh – inhibitors of PAF-induced NF-kB signaling, primary screen, cell-based, GFP fluorescence, uHTS. inhibition, % at 5 µM. KKLEB NF-kB-GFP reporter, GFP fluorescence overnight. 0.86% of 360,000 active;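 active = at least 50% inhibition at 5 µM, scaled per plate between neutral and stimulator controls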;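 also: PAF is a Pseudomonas aeruginosa culture filtrate used as stimulus; plate controls were PAF-stimulated DMSO wells for no effect and unstimulated DMSO wells for full effect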
Shn3 inh set2 – reduction of Shn3 3'UTR firefly luciferase signal, primary screen, Schnurri-3 inhibitor project, cell-based, Clone20 osteoblasts, set 2; 0.52% of 360,000 active; inhibition, % at 12.5 µM; AID 588674, 2011; Clone20 osteoblast Shn3 3'UTR firefly luciferase, 24 h;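 active = mean inhibition of at least 75% with every replicate also reaching 75%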;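 also: 0% = median of neutral control wells and 100% = pilot-screen positive control compound; some compounds past the cut are filed as inactive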
HIF-2a inh – HIF-2a reporter inhibitors, primary screen, luminescence, 786-0 RCC cells; inhibition, % at 18.8 µM; 786-0 RCC cells HIF-2a reporter, luciferase luminescence, overnight; 0.72% of 360,000 active;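 active = inhibition of the luminescence signal of 40% or more relative to plate controls, in a single-dose primary screen at 18.75 µM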
NR2E3 ag-1 – inhibitors of NR2E3-RetCOR corepressor binding, primary screen, NR2E3 agonist project, biochemical, TR-FRET, GST-NR2E3, biotin-RetCOR; 1536-well; AID 2300, 2010; Photoreceptor-specific nuclear receptor (Homo sapiens), Q9Y5X4; 0.12% of 320,000 active; inhibition of corepressor binding, % at 4.78 µM;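 active = percent inhibition above the cutoff of mean plus 3 SD of all tested compounds, set per screening campaign, cut at about 20% in these data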;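 also: 0% = DMSO wells and 100% = biotin wells as full block of FRET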
Target sequence (Q9Y5X4 whole entry, looked up): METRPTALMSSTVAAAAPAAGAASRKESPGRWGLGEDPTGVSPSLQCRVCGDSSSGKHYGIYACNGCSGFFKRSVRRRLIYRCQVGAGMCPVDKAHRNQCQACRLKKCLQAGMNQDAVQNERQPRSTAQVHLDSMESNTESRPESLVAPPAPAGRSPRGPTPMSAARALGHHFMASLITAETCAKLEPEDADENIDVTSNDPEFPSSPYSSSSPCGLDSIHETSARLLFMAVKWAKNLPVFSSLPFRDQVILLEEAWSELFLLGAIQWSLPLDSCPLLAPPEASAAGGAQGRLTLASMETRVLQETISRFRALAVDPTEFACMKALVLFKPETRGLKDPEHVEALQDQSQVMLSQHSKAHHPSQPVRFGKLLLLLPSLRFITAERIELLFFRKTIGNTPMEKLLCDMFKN
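Format: 1536-well format; test system: GST-NR2E3 and biotin-RetCOR proteins; read-out basis: percent inhibition of TR-FRET ratio; timing: 5 h incubation at 4 °C; detection: time-resolved FRET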
MITF TRPM1 inh – inhibitors of MITF-dependent TRPM1 promoter reporter, primary screen, cell-based, SK-MEL-5, single point, luciferase; SK-MEL-5 TRPM1 promoter luciferase, 24 h; inhibition, % at 12.5 µM; 0.83% of 330,000 active; AID 488899, 2010;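 active = mean inhibition across replicates of 60% or more, whatever share of single replicates reaches that level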; also: values of inactives mirror those of a sister screen read the other way
NR2E3 ag-2 – NR2E3 agonists in two-hybrid cells, primary screen, cell-based, luminescence, CHO-S, Gal4-NCOR/VP16-NR2E3. AID 602229, 2012. luciferase. inhibition of corepressor binding, % at 3.98 µM. 0.35% of 360,000 active. Photoreceptor-specific nuclear receptor (Homo sapiens), Q9Y5X4;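 active = inhibition above the mean of all tested compounds plus 3 SD, cut at about 70% in these data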;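 also: 0% = DMSO with NR2E3 transfected cells and 100% = cells lacking NR2E3 construct; higher means lower luciferase signal from less NR2E3 corepressor binding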
Vif inh – HIV Vif self-association inhibitors, primary screen, imaging, HEK293T, single point; HEK293T cells, Vif self-association by quenched fluorescence, 24 h; inhibition, % at 7.49 µM; 0.35% of 340,000 active; AID 602346, 2012; in the data active = inhibition above about 50%, passing the limit was not always enough; also: some results filed as inactive read as strong as hits
Peg3 promoter – Peg3 promoter-driven luciferase inhibitors, primary screen, cell-based, HeLa, luciferase luminescence; 1.7% of 360,000 active; inhibition, % at 20 µM; HeLa PEG-Prom luciferase reporter, overnight;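 active = inhibition of at least 50% at 20 µM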
PDI inh – inhibitors of human PDI, primary screen, biochemical, turbidity, single point, plate reader; 0.052% of 350,000 active; Protein disulfide-isomerase (Homo sapiens), P07237; inhibition, % at 10 µM; PDI insulin aggregation turbidity, A650, 90 min; AID 588391, 2011;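 active = mean inhibition across replicates of 30% or more, whatever share of single replicates reach that level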;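 also: absorbance from insulin aggregation driven by PDI reduction with DTT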
Target sequence (P07237 whole entry, looked up): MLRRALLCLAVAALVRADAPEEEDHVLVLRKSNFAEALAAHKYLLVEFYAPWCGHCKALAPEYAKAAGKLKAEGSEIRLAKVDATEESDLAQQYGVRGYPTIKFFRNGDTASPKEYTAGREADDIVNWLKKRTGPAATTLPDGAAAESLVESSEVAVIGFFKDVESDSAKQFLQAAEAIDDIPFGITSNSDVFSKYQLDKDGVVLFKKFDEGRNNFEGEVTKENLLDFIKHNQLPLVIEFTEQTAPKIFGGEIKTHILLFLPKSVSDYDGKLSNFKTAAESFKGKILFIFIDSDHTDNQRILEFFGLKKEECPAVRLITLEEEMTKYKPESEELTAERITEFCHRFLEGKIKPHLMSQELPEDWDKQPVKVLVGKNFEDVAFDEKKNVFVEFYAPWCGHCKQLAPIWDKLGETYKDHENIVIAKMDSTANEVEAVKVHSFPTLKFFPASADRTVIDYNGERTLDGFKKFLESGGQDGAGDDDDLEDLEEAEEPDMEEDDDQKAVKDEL
KKLEB tox – cytotoxicity in KKLEB CF airway cells, primary screen, cytotoxicity control for CF NF-kB inhibitor project, cell-based, uHTS, fluorescence assay plates; KKLEB CF airway cells viability, ATPlite luminescence, overnight; hits give low values; cells stimulated with P. aeruginosa culture filtrate; activity change (cytotoxicity), % at 5 µM; 0.36% of 360,000 active;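 active = corrected activity change at or below -50% at 5 µM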
* marks the source's active call; other numbers are inactive results; · = no result given; & = joins results of further samples.

SMILES	CaV13 FRET inh	CF NFkB inh	Shn3 inh set2	HIF-2a inh	NR2E3 ag-1	MITF TRPM1 inh	NR2E3 ag-2	Vif inh	Peg3 promoter	PDI inh	KKLEB tox
Cc1ccc(-c2nc3ccccc3[nH]2)cc1NC(=O)/C=C/c1ccco1	-9	-5	-39	-119	-2	-42	-11	5	-51	6	8
COC(=O)c1ccccc1NS(=O)(=O)c1ccc2c3c(cccc13)C(=O)N2	-5	-3	24	30	1	6	9	-8	31	3	-5
O=C(Nc1ccc2c(c1)OCO2)C1CCCN(S(=O)(=O)c2cccs2)C1 (configuration not stated)	·	-1	15	3	3	22	-11	-7	22	-15	10
CCN(CC)c1ccc(N)cc1S(=O)(=O)Nc1ccccc1OC	-8	-11	-11	4	-2	9	11	3	2	3	8
CCCCc1cc(=O)oc2cc(C)cc(OCC(=O)N[C@@H](CSCc3ccccc3)C(=O)O)c12	·	-4	-20	3	3	12	7	4	-1	·	3
Cc1cc(NCc2ccccn2)n2ncc(-c3ccccc3)c2n1	-4	6	-94	-270	4	-19	-72	0	-256	2	-18
CCN1C(=O)CS/C1=C(\C#N)S(=O)(=O)c1ccccc1	0	-5	-2	17	4	5	-23	19	6	0	11
CC(NC(=O)c1ccc(Br)s1)c1ccncc1 (configuration not stated)	-7	-2	1	15	-3	4	-5	-3	16	-10	6
COC(=O)c1ccc(NC(=O)CSc2nnc(C)n2-c2ccccc2)cc1	-6	-2	5	-9	-2	-2	-2	2	3	-4	-10
CC1=NNC(=O)C1CC(=O)N/N=C(/C)c1cccc([N+](=O)[O-])c1 (configuration not stated)	-3	-5	14	18	3	1	1	2	24	-1	-8
Cc1ccc([C@@H]2CC=C(C(=O)O)CN2S(=O)(=O)c2ccc(C)cc2)cc1	-3	-1	-27	5	0	-5	-16	·	-1	4	10
CCc1ccc(NC(=O)C(=O)NCC2CCCO2)cc1 (configuration not stated)	6	-27	-33	-196	2	-61	-50	-4	-213	11	1
FC(F)(F)c1ccc(N2CCOCC2)c(Nc2nc3ccccc3n3cnnc23)c1	-8	-5	-28	-24	-1	-13	13	4	12	-9	1
Cc1nnc(N2C(=O)C(=O)/C(=C(/O)c3ccc4c(c3)OCCO4)C2c2cccc([N+](=O)[O-])c2)s1 (configuration not stated)	-11	-23	-10	-30	·	·	-24	·	-13	-1	0
O=C(CN1C(=O)COc2ccc(S(=O)(=O)N3CCCCC3)cc21)NCc1ccc(Cl)cc1	-4	3	-7	13	-1	5	-6	10	0	1	7
Cc1cc(N2CCCC2)ccc1NC(=O)COc1ccc(Cl)cc1	-2	3	-6	5	·	7	2	-18	0	-3	-12
COc1ccc(C(C)=O)c2c1OCCO2	·	12	0	15	2	-5	5	-1	3	-9	-2
CC1(C)CC(=O)C=C(NCCc2ccc(S(N)(=O)=O)cc2)C1	·	-6	-10	14	-1	2	15	-10	1	6	-6
CC1(C)SC2c3ccccc3C(=O)N2[C@@H]1C(=O)NC1CC1 (some centres not stated)	-2	-3	0	20	0	2	3	-2	-11	0	0
COc1cccc(C(=O)Nc2ccc(C)cc2)c1	-4	6	-77	-316	4	-71	-119	6	-201	-5	12
Cc1cc(C)cc(NC(=O)N2CCC(NC(=O)c3ccco3)CC2)c1	-3	-2	-4	4	2	7	10	-7	5	-3	-1
O=c1[nH][nH]c(C(F)(F)F)c1C=NCc1cccs1	0	-5	-2	16	6	14	-4	-18	11	-7	6
O=Cc1ccc(N2CCCCC2)cc1	-4	-26	-2	16	6	6	-20	1	7	-7	4
Cc1nnc(SCc2cc(=O)[nH]c(N3CCCCC3)n2)s1	·	15	11	15	-1	0	6	3	10	8	-5
COCCSc1ccccc1C(=O)N1CCCC(C)C1 (configuration not stated)	6	-8	1	12	-2	-13	-8	1	8	7	-4
Cc1cccc(N/C(N)=N/c2nc3c(c(=O)[nH]2)CCCC3)c1	-4	-14	-3	1	3	3	-11	-8	-6	-2	3
N#Cc1ccccc1CSc1nc2ncc(Br)cc2[nH]1	-6	-2&-13	-11&-2	-81&-93	1	4	-42&-28	-6	-36&-27	-4&8	3&6
CNc1cc(C)nc(N2CCOCC2)n1	-3	-14	10	12	0	2	-17	-16	20	1	5
COc1ccccc1NS(=O)(=O)c1cccc(NS(=O)(=O)c2cc(C(=O)O)ccc2Cl)c1	-5	-42	-3	7	·	·	-1	-1	8	-4	-1
CCC(C)c1ccccc1NC(=O)C(C)N(C)Cc1cccc(OC)c1 (configuration not stated)	-6	21	20	22	2	-9	-56	-4	30	-3	-16

Reprinted at random: 7 records from the list.
SMILES	CaV13 FRET inh	CF NFkB inh	Shn3 inh set2	HIF-2a inh	NR2E3 ag-1	MITF TRPM1 inh	NR2E3 ag-2	Vif inh	Peg3 promoter	PDI inh	KKLEB tox
Cc1cc(C)cc(NC(=O)N2CCC(NC(=O)c3ccco3)CC2)c1	-3	-2	-4	4	2	7	10	-7	5	-3	-1
COCCSc1ccccc1C(=O)N1CCCC(C)C1 (configuration not stated)	6	-8	1	12	-2	-13	-8	1	8	7	-4
N#Cc1ccccc1CSc1nc2ncc(Br)cc2[nH]1	-6	-2&-13	-11&-2	-81&-93	1	4	-42&-28	-6	-36&-27	-4&8	3&6
O=Cc1ccc(N2CCCCC2)cc1	-4	-26	-2	16	6	6	-20	1	7	-7	4
CNc1cc(C)nc(N2CCOCC2)n1	-3	-14	10	12	0	2	-17	-16	20	1	5
O=c1[nH][nH]c(C(F)(F)F)c1C=NCc1cccs1	0	-5	-2	16	6	14	-4	-18	11	-7	6
CCC(C)c1ccccc1NC(=O)C(C)N(C)Cc1cccc(OC)c1 (configuration not stated)	-6	21	20	22	2	-9	-56	-4	30	-3	-16

(further entries)
SMILES	CaV13 FRET inh	CF NFkB inh	Shn3 inh set2	HIF-2a inh	NR2E3 ag-1	MITF TRPM1 inh	NR2E3 ag-2	Vif inh	Peg3 promoter	PDI inh	KKLEB tox
COc1ccc(Cl)cc1Nc1nc(N)c2ccccc2n1	-1	-14	-41	-133	0	-8	-25	-4	-85	4	6
COc1ccc(C2C(C#N)=C(N)OC3=C2C(=O)CC(C)(C)C3)c(OC)c1OC (configuration not stated)	·	12	10	15	3	-5	-9	·	2	2	2
CCOC(=O)C1(CCOc2ccccc2)CCN(Cc2ccc(NC(C)=O)cc2)CC1	-17	5	-5	18	4	4	-7	-27	20	2	-4
COc1ccc(C(c2nnnn2CCc2ccccc2)N2CCN(C3CCCC3)CC2)cc1 (configuration not stated)	-5	12	-10	11	3	-8	-5	3	3	5	-14
CCCCCCCN1CCN=C1N(C)C	-7	22	-5	1	0	7	8	-1	-3	6	3
Cc1cc(C(=O)C(=O)O)c(C)n1-c1ccc(Cl)c(Cl)c1	-12	6	5	-2	0	20	-3	7	2	7	-15
Cn1c(Cc2ccccc2)nc(=O)c2ccccc21	·	4	2	10	·	·	9	-3	12	·	3
CN(N=Nc1nc[nH]c1C(=O)NN)C1CCCCC1	-7	0	23	10	·	-3	-1	3	2	-1	6
Cc1cc(C(F)(F)F)nn1CC(=O)N1CCOCC1	-10	-3	-1	-1	0	-13	22	-8	10	12	3
CCOC(=O)C1(S(=O)(=O)c2ccc(Cl)cc2)CCN(Cc2ccc(Cl)cc2)CC1	-5	12	10	-2	1	-8	-5	-6	16	-7	4
Cn1c(N2CCN(C(=O)NCc3ccccc3)CC2)nc2ccccc21	-6	-3	-1	8	0	5	-21	35	2	-1	-22
C/C(=N\NC(=O)c1cccc(N/N=C(\C)c2cc(O)ccc2O)c1)c1cc(O)ccc1O	-17	3	16	-51	3	3	-58	-28	-12	2	-1
COc1ccc(N2CCN(CC(=O)Nc3ccccc3C(=O)NCc3ccccc3)CC2)cc1	-2	29	13	16	-148	13	-21	-11	43	-6	14
O=C(NCCc1ccc(Cl)cc1)C1CCC(CNc2nc(=S)[nH]c3ccccc23)CC1 (configuration not stated)	-2	8	36	35	4	76*	-24	-3	31	-14	-11
COc1cc(/C=C/C(=O)OCC(=O)N2CCOCC2)ccc1OCC#N	-7	1	-16	11	-2	-9	-35	-3	-9	7	-5
CC1=C(C)CC(C(=O)Nc2nc(-c3ccc(F)cc3)c(C)s2)C(C(=O)O)C1 (configuration not stated)	-1	-8	-15	3	3	1	5	6	6	-3	2
CCc1nc2ccc(C(=O)NC3CCC(C)CC3)cc2nc1CC (configuration not stated)	-2	-2	-53	-103	-1	-64	-23	-2	-157	-5	-1
COc1cccc(-c2ccc(NC(=O)C3CCCN(Cc4cnn(C)c4)C3)cc2)c1 (configuration not stated)	-7	6	-19	-19	-2	-5	-24	-7	-9	10	2

From PubChem
